Fh CTSL1 inh: cathepsin L1 inhibition, PFM18AAP counter-screen; AID 1906; 300,000 compounds, 0.49% hits; inhibition, % at 5.96 µM; recombinant F. hepatica cathepsin L1, Z-Leu-Arg-MCA fluorescence;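 active means inhibition above the mean of all tested compounds plus 3 SD, set per screening campaign, cut at about 17% in these data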;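 further: 0% = plate median of test compound wells and 100% = 1 µM Z-Phe-Ala-diazomethylketone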
TPT1 inh: C. albicans TPT1 enzyme inhibition; 300,000 compounds, 0.81% hits; inhibition, % at 5 µM; recombinant caTPT1, FP RNA substrate dephosphorylation;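 active means inhibition above the mean of all tested compounds plus 3 SD, set per screening campaign, cut at about 24% in these data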;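 further: plate controls were DMSO alone for no effect and ferristatin control at 100 nM for full effect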
HCV core dimer: blocks dimerization of HCV core protein | TR-FRET GST/Flag-core106 dimerization, 1536-well | inhibition, % at 5 µM | 300,000 compounds, 0.33% hits;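 active means inhibition above the mean of all tested compounds plus 3 SD, set per screening campaign, cut at about 45% in these data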
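Material: Tagged HCV core106 pair (GST and Flag) | Amount: GST-core106 13.5 nM, Flag-core106 17 nM | Medium: KF-containing HEPES buffer, pH 7.45, DTT, CHAPS, BSA | Reagent: Eu donor and XL665 acceptor anti-tag antibodies | Schedule: 4 h at 22.5 °C | Technique: Time-resolved FRET, ex 340 nm, em 617 and 671 nm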
LYPLA2 inh: LYPLA2 (human) inhibition in PME1 counter-screen | O95372 | recombinant LYPLA2, FP-Rh probe fluorescence polarization | inhibition, % at 5.9 µM | 320,000 compounds, 0.38% hits;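 active means inhibition above the screen-wide mean plus 3 SD, limit set per campaign, cut at about 26% in these data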;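 further: 0% = LYPLA2 with DMSO and 100% = wells lacking LYPLA2 enzyme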
PP5 primary: PP5 (human) phosphatase inhibition. P53041. purified PP5c, OMFP substrate fluorescence. inhibition, % at 6.7 µM. 320,000 compounds, 0.18% hits;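 active means inhibition above the campaign's mean inhibition across all tested compounds plus 3 SD, cut at about 9.5% in these data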;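 further: 0% = DMSO only and 100% = 100 µM cantharidin control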
PREPL inhibitor: inhibits the human prolyl oligopeptidase-like enzyme. recombinant PREPL, fluorescence polarization activity-based probe. inhibition, % at 5.96 µM. 320,000 compounds, 0.68% hits. Q4J6C6. AID 2751; in the data active means inhibition above about 43%;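 further: 0% = enzyme with DMSO and 100% = wells lacking enzyme; many of its hits are not listed in these tables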
Target sequence (Q4J6C6 whole entry, looked up): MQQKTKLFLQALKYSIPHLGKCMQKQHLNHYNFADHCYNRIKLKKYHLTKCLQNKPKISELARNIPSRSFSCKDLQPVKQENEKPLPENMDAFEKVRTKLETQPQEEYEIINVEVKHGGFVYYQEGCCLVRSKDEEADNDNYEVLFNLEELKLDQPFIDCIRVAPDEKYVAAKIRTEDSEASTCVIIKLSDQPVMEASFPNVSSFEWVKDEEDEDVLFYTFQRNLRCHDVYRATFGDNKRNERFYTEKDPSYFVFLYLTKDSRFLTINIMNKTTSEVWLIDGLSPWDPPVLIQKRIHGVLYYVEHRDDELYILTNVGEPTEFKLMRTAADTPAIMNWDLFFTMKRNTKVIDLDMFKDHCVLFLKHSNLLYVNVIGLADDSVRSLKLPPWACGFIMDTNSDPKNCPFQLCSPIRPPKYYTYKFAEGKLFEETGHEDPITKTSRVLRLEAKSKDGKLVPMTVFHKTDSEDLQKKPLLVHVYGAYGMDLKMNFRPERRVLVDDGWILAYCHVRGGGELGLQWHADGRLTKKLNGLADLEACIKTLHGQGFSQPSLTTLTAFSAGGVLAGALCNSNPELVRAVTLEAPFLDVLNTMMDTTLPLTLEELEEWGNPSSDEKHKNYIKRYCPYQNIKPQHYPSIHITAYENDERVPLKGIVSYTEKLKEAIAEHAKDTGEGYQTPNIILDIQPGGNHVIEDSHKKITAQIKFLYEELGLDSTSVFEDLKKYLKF
PP1 counter: blocks human PP1-alpha phosphatase, a PP5 counter-screen; purified PP1alpha, OMFP fluorescence; AID 2235; 320,000 compounds, 0.9% hits; inhibition, % at 6.7 µM;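 active means inhibition above the mean inhibition of all tested compounds plus 3 SD, computed separately for each screening campaign, cut at about 15% in these data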
Efflux pump mplx: inhibitors of Candida antifungal efflux pumps expressed in yeast. S. cerevisiae Candida pump triplex, Nile Red efflux. inhibition, % at 10 µM. 330,000 compounds, 0.44% hits. AID 485275;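 active means plate passing quality check with inhibition over a set limit, or well fluorescence over plate mean plus 4 SD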;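 further: Nile Red retained in pooled yeast measured as flow cytometry median fluorescence; 0% = buffer negative control and 100% = Enniatin B positive control; higher means more Nile Red kept so more efflux inhibition; some compounds called inactive have numbers as strong as hits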
GASC-1 inh: human JMJD2C demethylase inhibition | Q9H3R0 | 330,000 compounds, 0.069% hits | GST-JMJD2C(1-420) H3K9me3 demethylation, DELFIA europium | inhibition, % at 2.35 µM;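 active means more than half of a compound's replicate wells show inhibition beyond 50%, single wells judged on their own value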;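 further: signal counts dimethyl H3K9 product captured on neutravidin plate; 0% = median of DMSO wells and 100% = 0.3 times that DMSO median; strong numbers were not always called active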
Target sequence (Q9H3R0 1-420 limits assumed): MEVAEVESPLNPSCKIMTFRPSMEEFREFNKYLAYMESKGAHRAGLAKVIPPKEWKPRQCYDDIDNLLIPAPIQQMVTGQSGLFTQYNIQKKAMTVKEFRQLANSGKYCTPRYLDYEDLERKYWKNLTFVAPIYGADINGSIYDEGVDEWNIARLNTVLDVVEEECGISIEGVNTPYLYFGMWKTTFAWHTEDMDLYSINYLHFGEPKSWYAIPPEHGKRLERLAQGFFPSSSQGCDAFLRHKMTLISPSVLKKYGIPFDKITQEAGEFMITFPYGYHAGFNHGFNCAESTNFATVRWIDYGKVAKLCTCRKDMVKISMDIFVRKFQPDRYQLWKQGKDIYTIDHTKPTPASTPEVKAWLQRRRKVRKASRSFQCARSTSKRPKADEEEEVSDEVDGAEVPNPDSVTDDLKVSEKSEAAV
An asterisk follows results filed as active. Some of the compounds tested; rates above refer to the full screens.

`COc1ccc(S(=O)(=O)NCCc2csc(C)n2)cc1C` gave Fh CTSL1 inh 1.3, TPT1 inh -5.1, HCV core dimer -3.1, LYPLA2 inh 2.0, PP5 primary -0.7, PREPL inhibitor -2.6, PP1 counter 0.9, Efflux pump mplx 0.0 and GASC-1 inh 3.8.
Screening COCCNC(=O)c1cccc(OC2CCN(Cc3ccc(Cl)c(F)c3)CC2)c1 returned Fh CTSL1 inh 3.3, TPT1 inh 2.1, HCV core dimer 0.3, LYPLA2 inh 0.9, PP5 primary 1.1, PREPL inhibitor -3.0, PP1 counter 2.0, Efflux pump mplx 0.0 and GASC-1 inh -3.8.
`CN(C)c1ccc(NC(=O)CN2CCN(c3ccc(F)cc3)CC2)cc1` gave Fh CTSL1 inh 1.7, TPT1 inh -3.8, HCV core dimer -12.6, LYPLA2 inh -4.4, PP5 primary -1.3, PREPL inhibitor 20.9, PP1 counter -1.5, Efflux pump mplx 0.0 and GASC-1 inh 8.4.
For CC(C)n1cc(C(=O)N2CCCC(Nc3ccc(F)c(F)c3)C2)cn1 (stereo not given) the results were Fh CTSL1 inh 1.2, TPT1 inh 3.7, HCV core dimer -6.5, LYPLA2 inh -6.1, PP5 primary -0.7, PREPL inhibitor 18.2, PP1 counter -1.2, Efflux pump mplx 0.1 and GASC-1 inh -1.5.
`CCc1ccc2nc(Nc3ncc(C(C)=O)c(C)n3)nc(C)c2c1` gave Fh CTSL1 inh -0.4, TPT1 inh 1.6, HCV core dimer 5.1, LYPLA2 inh -3.7, PP5 primary -0.1, PREPL inhibitor 2.4, PP1 counter -3.9, Efflux pump mplx -0.1 and GASC-1 inh 1.8.
For Cc1cccc(-n2ncc3c(NCCCn4ccnc4)ncnc32)c1 the results were Fh CTSL1 inh -1.1, TPT1 inh 2.6, HCV core dimer -15.5, LYPLA2 inh 2.5, PP5 primary 0.5, PREPL inhibitor 7.2, PP1 counter -0.9, Efflux pump mplx 0.2 and GASC-1 inh 6.3.
COc1ccc(OCC(=O)Nc2ccc3c(c2)nc(CCN2CCCCC2)n3C)cc1 was read as Fh CTSL1 inh -0.5, TPT1 inh 1.9, HCV core dimer 7.4, LYPLA2 inh -0.2, PP5 primary -0.3, PREPL inhibitor 14.5, PP1 counter -5.4, Efflux pump mplx -0.2 and GASC-1 inh 3.5.
For COc1ccccc1OCCn1cc(/C=C(\C#N)C(=O)NCc2cccs2)c2ccccc21 the results were Fh CTSL1 inh 1.4, TPT1 inh -1.0, HCV core dimer 23.8, LYPLA2 inh -11.7, PP5 primary 3.2, PREPL inhibitor -17.2, PP1 counter 0.4, Efflux pump mplx -0.1 and GASC-1 inh -4.6.
`COc1ccc2[nH]c(=O)c(CN(Cc3ccc4c(c3)OCO4)C(C)=O)cc2c1` gave Fh CTSL1 inh 0.4, TPT1 inh -4.2, HCV core dimer -2.6, LYPLA2 inh 3.0, PP5 primary 1.5, PREPL inhibitor -0.7, PP1 counter -1.4, Efflux pump mplx -0.2 and GASC-1 inh -7.6.
For CCN(CC(=O)Nc1c(F)cccc1F)C(=O)CSCc1c(C)noc1C the results were Fh CTSL1 inh -1.0, TPT1 inh 0.7, HCV core dimer 3.9, LYPLA2 inh -2.6, PP5 primary -1.6, PREPL inhibitor -4.0, PP1 counter 0.5, Efflux pump mplx 0.0 and GASC-1 inh -0.7.
For Cc1ccc2oc(-c3ccccc3)nc2c1 the results were Fh CTSL1 inh -3.9, TPT1 inh -4.8, HCV core dimer -3.9, LYPLA2 inh 1.4, PP5 primary -0.1, PREPL inhibitor -7.7, PP1 counter -3.7, Efflux pump mplx 0.0 and GASC-1 inh 4.4.
For O=C(CSc1nc2ccccc2c(=O)n1Cc1ccco1)c1ccccc1 the results were Fh CTSL1 inh 5.0, TPT1 inh 0.5, HCV core dimer 2.5, LYPLA2 inh -4.6, PP5 primary 3.2, PREPL inhibitor 13.9, PP1 counter 4.4, Efflux pump mplx 0.0 and GASC-1 inh 3.5.
Screening O=C(CSCC(=O)Nc1nc(-c2ccc3c(c2)OCO3)cs1)Nc1nccs1 returned Fh CTSL1 inh 3.9, TPT1 inh 0.6, HCV core dimer -1.4, LYPLA2 inh -3.7, PP5 primary 6.1, PREPL inhibitor 4.3, PP1 counter 6.1, Efflux pump mplx -0.2 and GASC-1 inh 19.3.
For Cc1cccc(C)c1Nc1nnc(SCC(=O)NC2CCS(=O)(=O)C2)s1 (stereo not given) the results were Fh CTSL1 inh -3.2, TPT1 inh 0.4, HCV core dimer -6.1, LYPLA2 inh 0.6, PP5 primary -0.6, PREPL inhibitor -13.1, PP1 counter -2.3, Efflux pump mplx -0.1 and GASC-1 inh 14.6.
O=C(NNC(=O)C1CC(=O)N(Cc2ccccc2)C1)c1ccc(F)cc1 (stereo not given) was read as Fh CTSL1 inh 1.5, TPT1 inh 2.4, HCV core dimer 1.8, LYPLA2 inh 5.7, PP5 primary -2.9, PREPL inhibitor 1.5, PP1 counter -3.7, Efflux pump mplx -0.1 and GASC-1 inh 11.4.
For Cc1cccc(NC(=O)[C@@H]2CCCN2C(=O)OC(C)(C)C)c1 the results were Fh CTSL1 inh -4.7, TPT1 inh 2.0, HCV core dimer 0.5, LYPLA2 inh 6.6, PP5 primary 3.2, PREPL inhibitor -23.4, PP1 counter -1.8, Efflux pump mplx -0.1 and GASC-1 inh -25.6.
Screening CCc1cccc(CC)c1NC(=O)COC(=O)c1ccc(F)c(S(=O)(=O)N(CC)CC)c1 returned Fh CTSL1 inh -4.6, TPT1 inh 2.2, HCV core dimer 3.1, LYPLA2 inh -7.5, PP5 primary 2.4, PREPL inhibitor -7.3, PP1 counter -1.7, Efflux pump mplx 0.1 and GASC-1 inh -3.6.
`Cc1nc2sc3c(c2c(=O)n1/N=C/c1ccco1)CCCC3` gave Fh CTSL1 inh 2.3, TPT1 inh 1.6, HCV core dimer -2.1, LYPLA2 inh -1.2, PP5 primary 2.6, PREPL inhibitor 7.3, PP1 counter 0.1, Efflux pump mplx -0.2 and GASC-1 inh 5.1.
For Cc1cccc(C(=O)N2CCC(=O)N(C(COCc3ccc(Cl)cc3)Cc3ccccc3)CC2)c1 (stereo not given) the results were Fh CTSL1 inh 3.8, TPT1 inh -5.8, HCV core dimer 23.6, LYPLA2 inh 5.1, PP5 primary 1.1, PREPL inhibitor 37.3, PP1 counter 3.2, Efflux pump mplx 0.0 and GASC-1 inh -7.2.
Screening CCOC(=O)c1sc(NC(=O)Nc2ccccc2)cc1C returned Fh CTSL1 inh 1.5, TPT1 inh 0.2, HCV core dimer 1.0, LYPLA2 inh 2.3, PP5 primary 3.0, PREPL inhibitor 17.4, PP1 counter 2.9, Efflux pump mplx -0.2 and GASC-1 inh 2.4.
S=c1[nH]nc(C2CCCCC2)n1/N=C/c1ccc(Br)cc1 was read as Fh CTSL1 inh 1.8, TPT1 inh -0.7, HCV core dimer -3.7, LYPLA2 inh 8.4, PP5 primary 1.3, PREPL inhibitor 12.8, PP1 counter -0.9, Efflux pump mplx -0.1 and GASC-1 inh -5.9.
For COc1ccc(CCNC(=O)CSc2nc3[nH]ncc3c(=O)n2-c2ccc(Cl)cc2Cl)cc1OC the results were Fh CTSL1 inh 2.6, TPT1 inh -3.1, HCV core dimer -0.5, LYPLA2 inh -4.4, PP5 primary -2.4, PREPL inhibitor 0.7, PP1 counter -2.5, Efflux pump mplx 0.0 and GASC-1 inh -3.5.
Screening O=C(C1CCN(S(=O)(=O)c2cccc3nonc23)CC1)N1CCCCC1 returned Fh CTSL1 inh -2.9, TPT1 inh -0.2, HCV core dimer -1.1, LYPLA2 inh -0.7, PP5 primary -0.6, PREPL inhibitor 7.0, PP1 counter -1.5, Efflux pump mplx 0.3 and GASC-1 inh -13.2.
For COc1ccccc1C(=O)NC(C)c1ccccc1 (stereo not given) the results were Fh CTSL1 inh -0.8, TPT1 inh 3.1, HCV core dimer 0.1, LYPLA2 inh -12.5, PP5 primary -0.5, PREPL inhibitor -2.3, PP1 counter -3.3, Efflux pump mplx 0.0 and GASC-1 inh 10.8.
Cc1nc(-c2ccc(C(F)(F)F)cc2)sc1C(=O)NN was read as Fh CTSL1 inh 1.2, TPT1 inh -2.2, HCV core dimer 0.6, LYPLA2 inh 2.4, PP5 primary -1.3, PREPL inhibitor -4.3, PP1 counter -5.2, Efflux pump mplx -0.1 and GASC-1 inh -3.4.
`S=C(NCc1ccc(Cl)cc1Cl)Nc1ccccc1` gave Fh CTSL1 inh -1.1, TPT1 inh 0.5, HCV core dimer 5.6, LYPLA2 inh 19.3, PP5 primary 4.6, PREPL inhibitor -0.7, PP1 counter 2.2, Efflux pump mplx -0.2 and GASC-1 inh 6.0.
For O=S1(=O)NC(=NC2CCCCCC2)c2ccccc21 the results were Fh CTSL1 inh 1.1, TPT1 inh -0.6, HCV core dimer -3.1, LYPLA2 inh -1.6, PP5 primary -0.7, PREPL inhibitor 17.9, PP1 counter -4.1, Efflux pump mplx -0.2 and GASC-1 inh 12.0.
Screening Cc1sc2ncnc(SCC(=O)N3CCOCC3)c2c1C returned LYPLA2 inh -0.4, PP5 primary 0.1, PREPL inhibitor 4.8, PP1 counter -1.1, Efflux pump mplx -0.1 and GASC-1 inh 5.6.
For CN(C)/C=N/NC(=O)c1ccc(Cl)cc1 the results were Fh CTSL1 inh -1.6, TPT1 inh -8.1, HCV core dimer -1.7, LYPLA2 inh 3.0, PP5 primary 0.8, PREPL inhibitor -1.1, PP1 counter -2.2, Efflux pump mplx 0.1 and GASC-1 inh 0.5.
`CCN(CC)S(=O)(=O)c1cc(C(=O)Oc2cccc(-c3cnc4ccccc4n3)c2)ccc1OC` gave Fh CTSL1 inh 1.9, TPT1 inh -4.0, HCV core dimer -24.4, LYPLA2 inh -1.3, PP5 primary 3.3, PREPL inhibitor 10.8, PP1 counter 1.1, Efflux pump mplx -0.1 and GASC-1 inh -2.2.
CC1(C)CC(=O)C2=C(C1)NC1=C(C(=O)c3ccccc31)C2c1ccccc1 (stereo not given) was read as Fh CTSL1 inh 5.7, TPT1 inh 1.5, HCV core dimer -13.4, LYPLA2 inh 3.0, PP5 primary -1.3, PREPL inhibitor 25.4, PP1 counter 3.1, Efflux pump mplx 0.3 and GASC-1 inh -2.8.
For CC1(C(=O)O)CCC(C(=O)Nc2ccc(OC(F)(F)Cl)cc2)C1(C)C (stereo not given) the results were Fh CTSL1 inh 1.5, TPT1 inh -2.2, HCV core dimer 2.4, LYPLA2 inh -7.0, PP5 primary 1.0, PREPL inhibitor -3.0, PP1 counter -0.2, Efflux pump mplx -0.1 and GASC-1 inh -15.6.
`COc1ccc(-c2[nH]ncc2/C=C(/C#N)C(=O)NC2CCCCC2)cc1` gave Fh CTSL1 inh 0.5, TPT1 inh -2.0, HCV core dimer 4.1, LYPLA2 inh 1.8, PP5 primary 2.7, PREPL inhibitor -3.7, PP1 counter 5.5, Efflux pump mplx 0.3 and GASC-1 inh 12.4.
For C=CCc1ccccc1OCCNCc1ccccc1 the results were Fh CTSL1 inh 1.7, TPT1 inh 2.4, HCV core dimer -5.8, LYPLA2 inh -4.1, PP5 primary 3.4, PREPL inhibitor -10.8, PP1 counter 0.9, Efflux pump mplx 0.1 and GASC-1 inh -11.4.
For O=C(CSc1nnc(-c2ccncc2)n1Cc1ccccc1)NC1CCCc2ccccc21 (stereo not given) the results were Fh CTSL1 inh -2.0, TPT1 inh -6.0, HCV core dimer -10.0, LYPLA2 inh -0.6, PP5 primary 2.2, PREPL inhibitor 19.3, PP1 counter 0.7, Efflux pump mplx -0.1 and GASC-1 inh -3.0.

Source: PubChem (several laboratories)
